Menin-MLL TR inh – menin-MLL binding inhibition, Texas Red mutant peptide; O00255; Menin + Texas Red MLL mutant peptide, fluorescence polarization; Potency, µM (series often up to 61.6 µM), for the others: at the top dose FP activity change, negative = inhibition, hits mostly inhibitors; 270,000 tested, 0.23% active; AID 1768; active means well fitted inhibition curve with a large enough effect in the polarisation, with a control signal flat, not every such curve was filed as active; inconclusive means small, poorly fitted or top-dose-only effect, or effect the other way, or a change in a side signal; inactive means no such curve, though single readings can be large or run the other way; the % refers to the polarisation; further: potency means the concentration at half of the fitted maximal effect; % of control where 0% means no effect; many of its hits are not listed in these tables
A-T KAP1 phos – potential ataxia-telangiectasia treatments restoring KAP-1 phosphorylation | […] A-T fibroblasts, KAP-1 phosphorylation AlphaLISA; neocarzinostatin DNA damage 30 min before lysis | Potency, µM (top dose mostly 57.5 µM), for the others: top-dose activation, hits mostly activators | 320,000 tested, 0.19% active; further: potency means the concentration at half of the fitted maximal effect; % of control where 0% means no effect; nearly all actives have a fitted effect of over 45% in size
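hTERT-immortalized A-T patient fibroblasts ([…]), 500 cells/well in OPTI-MEM, 1% FBS, got compounds for 60 min, then NCS for 30 min at 37C. Lysates were then assayed for phospho-KAP-1 by AlphaLISA (anti-pKAP1 donor, anti-KAP1 acceptor beads), 6 hr at 25C.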
CXXC DNA block – blocks binding of human MLL CXXC domain to DNA; Q03164; MLL-CXXC / FITC-HOXA9 DNA fluorescence polarization; Potency, µM (doses to about 115 µM), inactives show at the top dose activity change, negative = inhibition, hits mostly inhibitors; 290,000 tested, 0.037% active; AID 2662; active means well fitted inhibition curve with a large enough effect in the polarisation, with a control signal flat, not every such curve was filed as active; inconclusive means small, poorly fitted or top-dose-only effect, or effect the other way, or a change in a side signal; inactive means no such curve, though single readings can be large or run the other way; the % refers to the polarisation; further: potency means the concentration at half of the fitted maximal effect
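Steps: dispense CXXC domain solution (7 uM) → pin compounds or unlabeled HOX-A9 DNA control → 5 min ambient → add FLSN-HOX-A9 solution (50 nM) → spin → 30 min ambient → fluorescence polarization. Tris pH 7.5/NaCl/DTT/BSA buffer.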
TSG101-PTAP inh – blocks PTAP/TSG101 interaction to inhibit HIV-1 budding; AID 493005; Q99816; Potency, µM (doses to about 115 µM), for the others: top-dose activity change, negative = inhibition, hits mostly inhibitors; Fluorescence polarization, FITC-PTAP peptide / Tsg101 binding; 340,000 tested, under 10 active; active means well fitted inhibition curve with a large enough effect in the main read-out, with a control signal flat, not every such curve was filed as active; inconclusive means small, poorly fitted or top-dose-only effect, or effect the other way, or a change in a side signal; inactive means no such curve, though single readings can be large or run the other way; further: potency means the concentration at half of the fitted maximal effect; % of control where 0% means no effect
Target sequence (Q99816 whole entry, looked up): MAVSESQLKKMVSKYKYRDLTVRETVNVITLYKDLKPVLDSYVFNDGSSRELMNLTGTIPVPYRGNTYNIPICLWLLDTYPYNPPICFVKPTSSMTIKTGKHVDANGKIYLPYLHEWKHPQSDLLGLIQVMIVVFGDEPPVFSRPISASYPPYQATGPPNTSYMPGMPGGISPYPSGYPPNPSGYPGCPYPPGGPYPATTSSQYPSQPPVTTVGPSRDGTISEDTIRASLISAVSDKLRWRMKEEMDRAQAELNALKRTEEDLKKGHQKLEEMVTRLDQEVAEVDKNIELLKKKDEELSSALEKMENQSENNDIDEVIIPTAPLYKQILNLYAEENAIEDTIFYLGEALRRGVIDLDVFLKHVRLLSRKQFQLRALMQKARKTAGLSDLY
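FP read-out: FITC-PTAP peptide, 50 nM final, binding Tsg101 binding domain, 10 uM final; 20 min, r.t.; 10 mM HEPES pH 7.5, 0.15 M NaCl, 0.01% Tween 20, 3 mM EDTA, 0.1 mM TCEP.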
ASM inhibitor – inhibitors of human secretory acid sphingomyelinase; AID 504937; P17405; placental ASM, HMU-PC fluorogenic substrate, 60 min; Potency, µM (titrated, usually from 57.5 µM), without a hit: top-dose activity change, negative = inhibition, actives largely listed as inhibitors; 340,000 tested, 0.006% active; further: potency means the concentration at half of the fitted maximal effect
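qHTS format. ASM enzyme prepared from human placenta hydrolyses the fluorogenic substrate HMU-PC0 (9 uM final) over 60 min at 37 °C after a 10 min compound preincubation.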
Integrin act MD – activates integrin-mediated alleviation for muscular dystrophy; Potency, µM (titrated, usually from 38.3 µM), for the others: top-dose activation, most hits filed as activators; 350,000 tested, 0.064% active; alpha7betagal myoblasts, beta-gal FDG fluorescence, 48 h; AID 624291;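 further: potency means the concentration at half of the fitted maximal effect; 100% = response of the positive control SU9516; nearly all actives have a fitted effect of over 60% in size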
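alpha7betagal+/- myoblasts (passage 13, 250/well) treated 48 h at 37C with compounds at 1:260 dilution of DMSO stock. Lysed, then beta-galactosidase activity read as FDG fluorescence (ex 480/em 540) after 30 min, with pre-read for autofluorescence.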
TSHR antag – blocks TSH signaling through the human TSH receptor; 330,000 tested, 0.2% active; activity change, negative = inhibition, % at 11.5 µM; TSHR-expressing cells, TSH-stimulated cAMP HTRF, 2 h; hits give low values; P16473;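 active means activity change below a set negative limit, meaning inhibition stronger than a set level, cut at about -70% in these data; inconclusive means activity change between two set negative limits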; further: on the % scale 0 is the no-effect control and ±100 the full control effect
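Inhibition of cAMP made by TSHR-expressing cells under TSH stimulation (4nM final, EC80; 2 h, 37 deg C) is quantified with a one-step lysis HTRF kit, anti-cAMP cryptate versus cAMP-d2.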
MBNL1 CUG block – blocks human MBNL1 binding to CUG repeat RNA; Q9NR56; TR-FRET MBNL1-His/biotin-(CUG)12 binding, 665/545 ratio; Potency, µM (doses to about 57.5 µM), for the others: top-dose activity change, negative = inhibition, actives largely listed as inhibitors; 280,000 tested, 0.036% active; active means well fitted inhibition curve with a large enough effect in the signal ratio, with a control signal flat, not every such curve was filed as active; inconclusive means small, poorly fitted or top-dose-only effect, or effect the other way, or a change in a side signal; inactive means no such curve, though single readings can be large or run the other way; the % refers to the signal ratio; further: potency means the concentration at half of the fitted maximal effect; on the % scale 0 is the no-effect control and ±100 the full control effect
Target sequence (Q9NR56 whole entry, looked up): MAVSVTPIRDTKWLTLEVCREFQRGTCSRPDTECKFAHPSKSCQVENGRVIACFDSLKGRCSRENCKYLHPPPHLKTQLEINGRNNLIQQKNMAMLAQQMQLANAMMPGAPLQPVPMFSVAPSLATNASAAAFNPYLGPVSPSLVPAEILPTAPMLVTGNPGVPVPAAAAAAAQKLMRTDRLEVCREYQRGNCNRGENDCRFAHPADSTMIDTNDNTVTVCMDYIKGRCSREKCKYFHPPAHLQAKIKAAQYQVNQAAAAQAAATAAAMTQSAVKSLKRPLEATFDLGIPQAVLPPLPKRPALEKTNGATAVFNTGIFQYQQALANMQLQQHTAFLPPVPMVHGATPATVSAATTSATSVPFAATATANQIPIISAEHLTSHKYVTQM
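Inhibition of protein-RNA binding appears as loss of TR-FRET between terbium anti-His antibody on MBNL1-His and streptavidin-XL665 on biotin-(CUG)12. Activity is normalized to buffer-only and uninhibited-complex controls.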
TCR act – activates T cell receptor signaling; primary human leukocytes, anti-CD3, IL-2 HTRF, 48 h; Potency, µM (series often up to 9.22 µM), for the others: top-dose activation of IL-2 secretion, most hits filed as activators; 330,000 tested, under 10 active; further: % of control where 0% means no effect
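IL-2 release read by HTRF sandwich (Eu cryptate donor, d2 acceptor, 665 nm emission) after 48 hr exposure of primary human leukocytes to compound together with anti-CD3 beads in the absence of co-stimulatory signals.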
Mito fusion act – blocks mitochondrial division or promotes mitochondrial fusion. AID 485298. 320,000 tested, 0.23% active. S. cerevisiae fusion-defective mutant growth rescue, CellTiterGlo 48 h. Potency, µM (top dose mostly 46.1 µM), for inactives: top-dose growth rescue (activation), actives largely listed as activators;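 further: potency means the concentration at half of the fitted maximal effect; % of control where 0% means no effect; nearly all actives have a fitted effect of over 45% in size; temperature-sensitive fusion mutants such as fzo1-1 at 37 °C on non-fermentable ethanol glycerol medium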
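Temperature-sensitive fusion-defective S. cerevisiae (e.g. fzo1-1, mgm1-5) were grown with compound in YPEG medium (3% ethanol, 3% glycerol) for 48 hours at 37C. Growth rescue was measured as viability by CellTiterGlo luminescence after 10 minutes at ambient.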
An asterisk follows results filed as active; [ ] = another dose, or the depositor's remark. Unless noted, the call rests on the fitted dose curve; in most records, active means well fitted curve in the direction sought with a large enough effect; inconclusive means small, poorly fitted or top-dose-only effect, or another doubt; inactive means no such curve, though single readings can be large; an effect the other way counts as inactive or inconclusive.

What do the screens show for `O/C(=C\Sc1nnc(Cc2ccccc2)o1)c1ccc(F)cc1`?
Menin-MLL TR inh: -1%; CXXC DNA block: -8%; TSG101-PTAP inh: -7%; ASM inhibitor: -1%; Integrin act MD: 2%; TSHR antag: 17; MBNL1 CUG block: -2%; TCR act: -5%; Mito fusion act: 2%

How did CCOc1ccc(NC(=O)CCC(=O)NNC(=O)c2ccc(Br)o2)cc1 do in these assays?
Menin-MLL TR inh: -11%; A-T KAP1 phos: 0%; CXXC DNA block: -10%; TSG101-PTAP inh: -4%; ASM inhibitor: 5%; Integrin act MD: inconclusive; TSHR antag: 12; MBNL1 CUG block: -2%; TCR act: 2%; Mito fusion act: -7%

What do the screens show for `CCn1cc(CN2CCN(C)C(CCO)C2)c2ccccc21` (stereo not drawn)?
Menin-MLL TR inh: 6%; A-T KAP1 phos: -1%; CXXC DNA block: 1%; TSG101-PTAP inh: -5%; ASM inhibitor: -1%; Integrin act MD: 10%; TSHR antag: 6; MBNL1 CUG block: 4%; TCR act: 1%; Mito fusion act: 1%

Results for COc1cc(OC)cc(C(=O)Nc2ccc(Nc3ccccc3)cc2)c1 ?
Menin-MLL TR inh: inconclusive; A-T KAP1 phos: 0%; CXXC DNA block: -4%; TSG101-PTAP inh: 1%; ASM inhibitor: -16%; Integrin act MD: -22%; TSHR antag: -1; MBNL1 CUG block: 0%; TCR act: -7%; Mito fusion act: -2%

What do the screens show for `CC(C)(C)NC(=O)COc1ccc(CNCc2cccs2)cc1`?
Menin-MLL TR inh: -20%; A-T KAP1 phos: -2%; CXXC DNA block: 4%; TSG101-PTAP inh: -9%; ASM inhibitor: 0%; Integrin act MD: -3%; TSHR antag: 9; MBNL1 CUG block: -11%; TCR act: 3%; Mito fusion act: 2%

Results for COc1ccc(-c2csc3ncnc(NCCCO)c23)cc1 ?
Menin-MLL TR inh: 6%; A-T KAP1 phos: 8%; CXXC DNA block: 3%; TSG101-PTAP inh: -1%; ASM inhibitor: 1%; Integrin act MD: 0%; TSHR antag: -13; MBNL1 CUG block: -5%; TCR act: 4%; Mito fusion act: -9%

Results for O=C(CCC1CCCN(C(=O)c2ccc3c(c2)OCO3)C1)NCc1ccc(F)c(F)c1 (stereo not drawn) ?
Menin-MLL TR inh: -15%; A-T KAP1 phos: -7%[11.5 µM]; CXXC DNA block: -1%; TSG101-PTAP inh: -1%; ASM inhibitor: 3%; Integrin act MD: -36%; TSHR antag: 7; MBNL1 CUG block: -6%; TCR act: -11%; Mito fusion act: 5%

How did O=C(Nc1cc2c3c(c1)CC(=O)N3CCC2)c1cccc(F)c1 do in these assays?
A-T KAP1 phos: -19%; TSG101-PTAP inh: 1%; ASM inhibitor: -1%; Integrin act MD: 8%; TSHR antag: -7; TCR act: -3%; Mito fusion act: -6%

How did CC(C)(C)C(=O)NC(C(N)=O)=C(Cl)Cl do in these assays?
Menin-MLL TR inh: -5%; A-T KAP1 phos: 2%; CXXC DNA block: 5%; TSG101-PTAP inh: -5%; ASM inhibitor: 2%; Integrin act MD: -24%; TSHR antag: 4; MBNL1 CUG block: 8%; Mito fusion act: 0%

Results for CCOc1ccc(N=C2NC(=O)S/C2=C\c2ccc(Cl)cc2)cc1 ?
Menin-MLL TR inh: -3%; A-T KAP1 phos: 1%; CXXC DNA block: -1%; TSG101-PTAP inh: -5%; ASM inhibitor: 4%; Integrin act MD: 20%; TSHR antag: -2; MBNL1 CUG block: 4%; TCR act: -1%; Mito fusion act: 0%

Results for COc1ccc(CN2CCNC(=O)C2CC(=O)N(C)Cc2ccon2)c(F)c1 (stereo not drawn) ?
A-T KAP1 phos: 15%; CXXC DNA block: -2%; TSG101-PTAP inh: -1%; ASM inhibitor: 9%; Integrin act MD: -7%; TSHR antag: 11; MBNL1 CUG block: 2%; TCR act: -3%; Mito fusion act: 1%

How did COC(=O)c1nc(-n2nc(C)cc2C)ccc1Cl do in these assays?
A-T KAP1 phos: 3%; CXXC DNA block: 9%; TSG101-PTAP inh: 0%; ASM inhibitor: 1%; Integrin act MD: 8%[7.66 µM]; TSHR antag: 3; MBNL1 CUG block: -2%; TCR act: 3%; Mito fusion act: -2%

Results for CCOC(=O)CNC(=O)CSc1nc(C)cc(C)c1C#N ?
Menin-MLL TR inh: 1%[11.7 µM]; A-T KAP1 phos: 2%; CXXC DNA block: 0%; TSG101-PTAP inh: -8%; ASM inhibitor: 1%; Integrin act MD: 6%; TSHR antag: 11; MBNL1 CUG block: 2%; TCR act: -1%; Mito fusion act: -3%

Results for CCC(=O)Nc1ccccc1C(=O)N1CCCC1 ?
Menin-MLL TR inh: 5%; A-T KAP1 phos: 0%; CXXC DNA block: 16%; TSG101-PTAP inh: -2%; ASM inhibitor: 0%; Integrin act MD: 37%; TSHR antag: 6; MBNL1 CUG block: 0%; TCR act: -2%; Mito fusion act: -1%

What do the screens show for `O=C(NC(=S)N1CCOCC1)c1ccccc1Cl`?
A-T KAP1 phos: 22%; CXXC DNA block: 9%; TSG101-PTAP inh: -3%; ASM inhibitor: 3%; Integrin act MD: 6%; TSHR antag: 22; MBNL1 CUG block: -9%; TCR act: -1%; Mito fusion act: -5%

What do the screens show for `O=C(NCCNC(=O)c1ccc([N+](=O)[O-])cc1)c1ccncc1`?
Menin-MLL TR inh: -16%; A-T KAP1 phos: 0%; CXXC DNA block: 5%; TSG101-PTAP inh: 1%; ASM inhibitor: -2%; Integrin act MD: -14%; TSHR antag: 1; MBNL1 CUG block: inconclusive; TCR act: 2%; Mito fusion act: 0%

Results for CSc1ccc(OCC(=O)Nc2ccc(N3CCOCC3)c(Cl)c2)cc1 ?
Menin-MLL TR inh: 0%; A-T KAP1 phos: 4%; CXXC DNA block: -3%; TSG101-PTAP inh: -2%; ASM inhibitor: -8%; Integrin act MD: 2%; TSHR antag: -21; MBNL1 CUG block: 1%; TCR act: 4%; Mito fusion act: -1%

Results for O=C(CN1C(=O)CSCC1=O)Nc1ccc2c(c1)OCO2 ?
Menin-MLL TR inh: 21%; A-T KAP1 phos: 5%; CXXC DNA block: 7%; TSG101-PTAP inh: -3%; ASM inhibitor: 0%; Integrin act MD: -7%; TSHR antag: -4; MBNL1 CUG block: 2%; TCR act: 4%[46.1 µM]; Mito fusion act: -4%

What do the screens show for `CCOc1ccccc1C(=O)N(Cc1sccc1C)C1CCS(=O)(=O)C1` (stereo not drawn)?
Menin-MLL TR inh: 6%; A-T KAP1 phos: -2%; CXXC DNA block: inconclusive; TSG101-PTAP inh: -3%; ASM inhibitor: -2%; Integrin act MD: 14%; TSHR antag: -4; MBNL1 CUG block: 0%; TCR act: -7%; Mito fusion act: 3%

How did CCCCn1c(N)c(N(CCOC)C(=O)CCCc2nc3ccccc3c(=O)[nH]2)c(=O)[nH]c1=O do in these assays?
A-T KAP1 phos: 0%; TSG101-PTAP inh: -2%; ASM inhibitor: -1%; Integrin act MD: 16%; TSHR antag: -6; TCR act: -5%; Mito fusion act: -2%

How did CCSc1n[nH]c(=O)[nH]c1=O do in these assays?
Menin-MLL TR inh: 9%; A-T KAP1 phos: 1%; CXXC DNA block: -12%; TSG101-PTAP inh: -4%; ASM inhibitor: -1%; Integrin act MD: 15%; TSHR antag: -4; MBNL1 CUG block: -4%; TCR act: 1%; Mito fusion act: 2%

How did Cc1ccc(CNc2ccc(N3CCOCC3)c(C(=O)O)c2)s1 do in these assays?
Menin-MLL TR inh: -6%; A-T KAP1 phos: 2%; CXXC DNA block: -6%; TSG101-PTAP inh: 3%; ASM inhibitor: 15%; Integrin act MD: 8%; TSHR antag: -8; MBNL1 CUG block: -5%; TCR act: -5%; Mito fusion act: -3%

How did N#CCCN(Cc1cccnc1)C(=S)NC(=O)c1ccco1 do in these assays?
Menin-MLL TR inh: -9%; A-T KAP1 phos: 18%; CXXC DNA block: -9%; TSG101-PTAP inh: 0%; ASM inhibitor: 0%; Integrin act MD: 0%; TSHR antag: -8; MBNL1 CUG block: 0%; TCR act: 3%; Mito fusion act: -2%[9.22 µM]

What do the screens show for `CCCCN1C(=O)CC(N2CCOCC2)C1=O` (stereo not drawn)?
Menin-MLL TR inh: -17%; A-T KAP1 phos: 3%; CXXC DNA block: 8%; TSG101-PTAP inh: -11%; ASM inhibitor: 0%; Integrin act MD: 23%; TSHR antag: 6; MBNL1 CUG block: -1%; TCR act: -2%; Mito fusion act: -3%

Screens deposited in PubChem BioAssay by National Center for Advancing Translational Sciences (NCATS).

This is a subset; rates above refer to the full screens.
